Screens from PubChem.
XiGFP reactiv – activators of X-chromosome reactivation in mouse fibroblasts; activation, % at 7.58 µM; XiGFP mouse fibroblasts, % GFP-positive cells imaging, 3 d; cells co-treated with 5-aza-dC sensitizer; scaled so ellipticine positive control = 100%; 360,000 tested, 0.055% active;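 active means mean normalized replicate activation at least 10% and every replicate at or above 10%; inconclusive means only one of the two criteria met; inactive means mean below 10% and not all replicates reach 10%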;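 further: 0% = median of on-plate neutral control wells and 100% = ellipticine 6 µM median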
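System: 68-5-11 XiGFP fibroblast line; Timing: 3 days compound exposure; Compound dosing: one concentration, pinned; Benchmarks: positive control ellipticine, 6 µM final; Buffer or medium: DMEM containing 5-aza-dC.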
PAX8 inh HTS – lowers PAX8-driven luciferase in RMG-I cells | RMG-I TPO-luciferase reporter, SteadyGlo, 24 h | inhibition, % at 12.6 µM | 360,000 tested, 1.2% active | AID 652154;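 active means mean replicate inhibition at least 60% with every replicate also reaching 60%; inconclusive means only one of the two criteria is met; inactive means mean below 60% and not all replicates reaching 60%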;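 further: luciferase light reporting Pax8 driven TPO promoter activity; plate controls were median of neutral control wells for no effect and mitoxantrone controls for full effect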
ERp5 block – inhibitors of human ERp5. ERp5 insulin aggregation, absorbance 650 nm, 90 min. inhibition, % at 9.99 µM. 350,000 tested, 0.05% active. AID 651711;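 active means mean replicate inhibition above about 25%, with every replicate also reaching it, limit read from the data, passing the limit was not always enough; inconclusive means only one of those two criteria met; inactive means neither criterion met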
Target sequence (Q15084 whole entry, looked up): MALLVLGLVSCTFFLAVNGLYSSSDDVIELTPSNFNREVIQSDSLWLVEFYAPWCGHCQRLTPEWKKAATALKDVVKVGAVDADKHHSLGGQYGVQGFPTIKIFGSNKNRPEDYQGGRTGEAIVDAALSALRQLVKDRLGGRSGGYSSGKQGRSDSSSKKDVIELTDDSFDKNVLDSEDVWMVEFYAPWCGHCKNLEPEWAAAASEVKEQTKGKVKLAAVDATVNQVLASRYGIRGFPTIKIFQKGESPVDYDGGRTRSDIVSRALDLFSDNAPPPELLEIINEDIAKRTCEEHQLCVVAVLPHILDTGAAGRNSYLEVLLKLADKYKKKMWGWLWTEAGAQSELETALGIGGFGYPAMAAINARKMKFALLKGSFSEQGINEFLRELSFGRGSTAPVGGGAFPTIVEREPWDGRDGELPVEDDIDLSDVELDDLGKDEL
F508del corr – CFTR F508del correction in bronchial cells | CFBE cells, YFP halide quenching; stimulated with forskolin plus potentiator P3; % fluorescence drop versus neutral controls | activity (quench increase), % at 7.58 µM | 350,000 tested, 0.36% active | AID 720511;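 active means mean added fluorescence quench of at least 8% versus neutral control, with both replicates also reaching 8%; inconclusive means only one of the mean or replicate conditions met; inactive means mean below 8% and not both replicates reaching 8%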;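 further: cells transiently co-express mutant CFTR-F508del with the halide-sensitive YFP; corrector assay measuring rescue of mutant channel to the surface after 24 h compound exposure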
EWS-Fli block – inhibitors of EWS/Fli oncoprotein transcriptional activity; A673 NR0B1-luciferase reporter, viability-normalised; inhibition, % at 12.6 µM; 350,000 tested, 0.67% active; AID 651661;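 active means mean inhibition of at least 50% after viability correction, with every replicate also passing that limit; inconclusive means mean reaches 50% but only one of two replicates passes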;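 further: firefly luciferase signal divided by Alamar Blue viability fluorescence both relative to DMSO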
ARNT TACC3 PPI – disrupts binding between human ARNT and TACC3. AlphaScreen His-ARNT PAS-B/GST-TACC3 binding, luminescence; TACC3 fragment carries E629A point mutation. inhibition, % at 9.99 µM. 390,000 tested, 0.66% active;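 active means mean inhibition of replicates at least 50% and at least half of replicates each reaching 50%; inconclusive means half or more replicates reach 50% but mean below 50%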;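 further: 0% = complete ARNT plus TACC3 wells and 100% = ARNT alone without TACC3; many hits fall short of the cut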
GSIS activator – GLuc luminescence reporter in INS-1E cells, primary screen for activators of glucose-dependent secretion of insulin. INS-1E GLuc reporter insulin secretion, 2-3 h. activation, % at 16.6 µM. 370,000 tested, 0.61% active. AID 743287;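 active means lowest replicate activation of at least 40%, so every replicate reaches that level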;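 further: 0% = median of neutral control wells and 100% = median of IBMX positive control wells; some compounds called inactive have numbers as strong as hits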
DENV2 CPE rescue – inhibitors of DENV2 cytopathic effect. DENV2-infected cells, cytopathic effect rescue, plate reader. CPE inhibition, % at 9.99 µM. 350,000 tested, 1.7% active. AID 651640; in the data active means CPE inhibition above about 20%, passing the limit was not always enough; inconclusive means no clear call, values can overlap the other calls; tested in BHK-21 cells;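 further: 0% = median of neutral control wells and 100% = median of positive control wells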
* hit, by the source's call; ? = inconclusive; · = not tested or not shown.

SMILES	XiGFP reactiv	PAX8 inh HTS	ERp5 block	F508del corr	EWS-Fli block	ARNT TACC3 PPI	GSIS activator	DENV2 CPE rescue
CN(Cc1ccccc1)c1nc2nonc2nc1N1CCCC(CN2CCCC2=O)C1 (stereo not drawn)	-0.2	-6	3	-1.5	13	30	-20	-9
Cc1ccc(-c2nnc(SCCC(=O)N3CCOCC3)o2)cc1	0.1	-14	1	4.4	?	1	-4	-2
CCCCN(CC)CCCNC(=O)c1ccc(CS(=O)(=O)c2c(Cl)cccc2Cl)o1	0.0	20	1	-1.6	6	-2	-3	-5
COc1ccccc1NC(=O)c1ccc2c(c1)C(=O)N(Cc1ccco1)C2=O	0.0	·	15	-1.5	-3	1	8	-6
CC(C)NC(=O)COC(=O)Cn1[nH]c(=O)c2ccccc2c1=O	-0.7	-10	-4	-0.1	10	-12	-5	12
Cc1noc(C)c1S(=O)(=O)N(C)C[C@H]1OCCCC[C@H](C)Oc2ccc(NS(=O)(=O)c3cccs3)cc2C(=O)N([C@H](C)CO)C[C@@H]1C	0.1	25	8	-0.5	-3	-1	-22	6
O=C(NC(=S)Nc1ncccn1)c1ccc(F)cc1	0.0	-95	0	-0.2	-95	-3	4	-6
C[C@H]1CN([C@@H](C)CO)S(=O)(=O)c2ccc(C3=CCCCC3)cc2O[C@H]1CN(C)Cc1cccnc1	0.0	·	-6	0.5	8	0	4	-1
COc1cc(C(C)=O)ccc1OCC(=O)NCC1(N2CCCCC2)CCCCC1	0.0	8	3	-0.4	-6	-1	9	0
O=C(CCc1c[nH]c2ccccc12)NCc1ccco1	0.0	-4	1	2.3	10	-15	7	7
N#C[C@H]1[C@@H](c2ccc(C#CC3(O)CCCC3)cc2)[C@@H](CO)N1C(=O)C1CCC1	0.1	-14	-5	-3.1	-13	10	14	-6
CC(C)(c1ccccc1)c1ccc(OCCN)cc1	0.0	-2	2	0.4	4	4	-16	-3
CCc1ccc(NC(=O)CSc2nnc(CNC(=O)c3ccco3)o2)cc1	0.3	-7	-6	-1.8	-2	6	-6	6
CC(C)NC(=O)N1CCCCN2[C@H](CO)[C@@H](c3ccc(C#C[C@H](C)O)cc3)[C@@H]2C1	0.3	-13	-1	1.5	-19	-5	-8	-14
C[C@@H]1CN([C@H](C)CO)C(=O)c2cccc(NC(=O)C3CCCCC3)c2O[C@H]1CN(C)CC1CCCCC1	0.0	-25	5	-0.3	14	2	4	-1
C=CCn1c(=N)n(CC(=O)c2ccc(Cl)cc2)c2ccccc21	0.0	-9	4	3.9	-50	-19	-10	7
Cc1ccc(/C=C/C(=O)Nc2ncc(C)s2)o1	0.1	-226	8	·	-77	7	-10	10
CN(C)c1ccc(NC(=O)/C=C/c2c(Cl)cccc2Cl)cc1	0.0	-28	0	-3.9	-172	-4	·	9
COc1ccc(NC(=O)N(C)C[C@@H]2Oc3ccc(NS(=O)(=O)c4ccc(Cl)cc4)cc3CC(=O)N([C@@H](C)CO)C[C@H]2C)cc1	-0.1	-10	-1	-0.6	1	-1	-9	-4
CCCCNC(=O)c1c(CSc2ccc(Cl)cc2)noc1C(=O)NCCC	0.1	-3	-1	-3.2	11	-20	·	-3

An excerpt from above, showing only DENV2 CPE rescue and XiGFP reactiv:
SMILES | DENV2 CPE rescue | XiGFP reactiv
CC(C)NC(=O)N1CCCCN2[C@H](CO)[C@@H](c3ccc(C#C[C@H](C)O)cc3)[C@@H]2C1 | -14 | 0.3
C[C@@H]1CN([C@H](C)CO)C(=O)c2cccc(NC(=O)C3CCCCC3)c2O[C@H]1CN(C)CC1CCCCC1 | -1 | 0.0

Remaining list, next part
SMILES	XiGFP reactiv	PAX8 inh HTS	ERp5 block	F508del corr	EWS-Fli block	ARNT TACC3 PPI	GSIS activator	DENV2 CPE rescue
COc1ccc(C[C@@H]2CCn3cc(nn3)COC[C@H](CC(C)C)NC2=O)cc1	-0.1	-4	-5	·	0	·	9	3
O=C(COC(=O)c1ccccc1Br)NCCc1ccc(F)cc1	0.2	52	-3	-2.7	2	-31	·	-23
C[C@H](CO)N1C[C@H](C)[C@H](CN(C)C)Oc2c(NS(=O)(=O)c3ccc(F)cc3)cccc2C1=O	0.1	-3	-5	-1.7	-2	-5	6	-6
C[C@@H]1CN([C@@H](C)CO)S(=O)(=O)c2ccc(-c3ccc(C(=O)N(C)C)cc3)cc2O[C@H]1CN(C)C(=O)C1CCCCC1	-0.7	·	1	-2.8	2	13	-23	-6
Cc1ccc(S(=O)(=O)N(C)CCCC(=O)Nc2ccc(C)cc2C)cc1	0.3	16	8	·	-2	-3	-72	-7
CCCc1cc(=O)[nH]c2nnc(SCC(=O)Nc3ccc(C(C)=O)cc3)n12	-0.2	0	-1	-5.1	1	6	1	-5
COC(=O)[C@@]1(Cc2ccccc2)COC(c2ccc(OCCCO)cc2)=N1	·	-91	-3	1.4	-24	-8	·	-11
COc1cc2cc(C(=O)N(C)Cc3ccccc3)[nH]c2cc1OC	0.0	14	-3	-3.2	-2	-2	0	6
CCCCCCn1c(=O)n2n(c1=O)C[C@]1(OC(=O)NCC3CCCCC3)CN(S(=O)(=O)c3ccc(C)cc3)C[C@]1(O)C2	0.2	5	-4	7.1	-89	·	-42	-15
CSc1ccc(/C=N/NC(=O)c2sccc2C)cc1	0.0	-176	4	-1.7	-59	-32	·	0
Cc1noc(C)c1S(=O)(=O)N(C)C[C@H]1OCCCC[C@H](C)Oc2ccc(NC(=O)C3CCCCC3)cc2C(=O)N([C@H](C)CO)C[C@@H]1C	4.3	-10	-11	0.2	-3	2	-11	4
COc1ccc(Cl)cc1N(CC(=O)Nc1cccc(SC)c1)S(C)(=O)=O	·	·	-6	2.7	12	-5	10	0
CC(NS(=O)(=O)c1ccc(Cl)cc1)C(=O)OCC(=O)Nc1ccc(N(C)C)cc1 (stereo not drawn)	0.0	-3	3	2.1	-8	0	-1	10
CCCCN(C)c1c(C)nc2ccc(C(=O)NCc3ccc(OC)cc3)cn12	0.3	4	-8	-0.1	-3	·	-24	-5
CCCC#Cc1ccc(CC[C@H]2O[C@H]3CC[C@H](CO)O[C@H]3C[C@H]2n2cc(C(C)(C)O)nn2)cc1	·	-3	-1	1.3	-9	·	·	14
Nc1ccc(CSc2ccccc2)cc1	-0.1	-116	3	0.6	-33	-2	1	-3
COc1cccc(/C=C2\CC(C)Cc3c2nc2ccccc2c3C(=O)O)c1OC (stereo not drawn)	0.2	13	-1	4.5	4	0	-4	4
Cc1ccc(S(=O)(=O)N(C)C[C@H]2OCCCC[C@H](C)Oc3ccc(NC(=O)NC4CCCCC4)cc3C(=O)N([C@H](C)CO)C[C@H]2C)cc1	-0.1	21	-1	1.3	11	3	-5	6
C[C@H]1CN([C@@H](C)CO)C(=O)c2cc(C3=CCCC3)cnc2O[C@H]1CN(C)C(=O)c1ccccc1	-0.8	·	2	1.0	-6	-6	-3	2
O=C(O)C1CCCCC1C(=O)Nc1ccccc1C(=O)N1CCN(c2ccc(F)cc2)CC1 (stereo not drawn)	0.3	-5	·	·	·	-5	8	·
C[C@@H]1CCCCO[C@H](CN(C)Cc2ccc(C(F)(F)F)cc2)[C@@H](C)CN([C@H](C)CO)C(=O)c2cc(NC(=O)Nc3ccc4c(c3)OCO4)ccc2O1	0.2	1	-5	2.9	2	1	5	18
O=C(CNC(=O)C1CCCCC1)OCC(=O)c1cccc(Cl)c1	0.4	-1	1	-3.0	-2	1	-7	-6
Cc1ccccc1-n1c(=O)n(CCc2ccccc2)c(=O)c2[nH]cnc21	0.0	-17	2	1.3	-11	13	-14	?
CCOC(=O)N1CCN(C(=O)c2ccc(OC)c(S(=O)(=O)N3CCOCC3)c2)CC1	0.0	-22	4	0.7	4	-10	0	-6
C[C@H](CO)N1C[C@H](C)[C@H](CN(C)CC2CCCCC2)OCCCC[C@H](C)Oc2ccc(NC(=O)Nc3cccc4ccccc34)cc2C1=O	-0.8	3	-2	-2.4	92*	10	-7	-2
COc1cc(/C=N/NC(=O)COc2c(C)cc([N+](=O)[O-])cc2C)ccc1OC(=O)c1ccccc1	0.1	13	0	-2.7	7	0	-1	-25
O=C(NCC1CCCO1)/C(=C\c1ccco1)NC(=O)c1ccc(Cl)cc1 (stereo not drawn)	0.0	19	4	·	9	·	-29	14
O=C(CNC(=O)N1CC(=O)Nc2ccccc21)NCc1ccccc1Cl	0.0	5	6	0.3	·	0	5	-6
CCN1C(=O)N[C@@H](c2cccc(C(F)(F)F)c2)[C@H](C(C)=O)[C@H]1C	0.0	-21	11	-0.7	-9	-10	2	5
COc1ccc(S(=O)(=O)N(C)C[C@H]2Oc3ccc(NC(=O)C4CCCCC4)cc3CC(=O)N([C@H](C)CO)C[C@@H]2C)cc1	-0.1	22	5	-1.4	-5	4	-7	-7
CCOC(=O)/C(=N\Nc1ncnc2ccccc12)c1ccc(C)cc1	0.2	-67	-2	1.1	30	13	-25	4
CSc1ncccc1C(=O)NCCc1ccc(Cl)cc1	0.0	19	0	1.4	-3	6	-20	?
CO[C@H]1CN(C)C(=O)c2ccc(NC(=O)c3ccccc3F)cc2OC[C@H](C)N(CC2CC2)C[C@H]1C	0.0	·	-5	-3.1	1	13	0	-3
Cc1ccc(S(=O)(=O)Nc2cc(=O)[nH]c3c2CCC3)cc1	0.0	12	0	0.0	9	-19	16	?
CN1C(=O)/C(=C/c2ccccc2Cl)Sc2ccc(C(=O)N3CCCC3)cc21	0.0	15	-2	5.0	·	2	-41	-5
O=C(Cc1ccccn1)NCC[C@@H]1CC[C@H](NS(=O)(=O)c2ccccc2)[C@H](CO)O1	-0.4	-9	0	0.2	-5	9	14	-6
COc1ccc(S(=O)(=O)N2CCOCC2)cc1NC(=O)c1ccc2c(c1)OCCO2	0.0	7	-1	-0.3	-9	-5	28	1
CC1Cc2ccccc2N1CC(=O)NC(c1ccccc1)c1ccccc1 (stereo not drawn)	0.2	29	5	-2.0	7	·	12	-3
COc1cc2c(c(OC)c1OC)C1(CCCCC1)CC2NCC=C(C)C (stereo not drawn)	0.1	-3	-2	0.9	-19	·	-13	-3
CCc1cccc(C)c1NC(=S)N(CCN(C)C)Cc1cccs1	0.0	7	2	2.0	2	-8	-2	4

A few values from the entries so far.
`COc1cc2c(c(OC)c1OC)C1(CCCCC1)CC2NCC=C(C)C` (stereo not drawn) in EWS-Fli block reads -19
`CCOC(=O)/C(=N\Nc1ncnc2ccccc12)c1ccc(C)cc1` in ERp5 block reads -2

Compound profiles, as listed above.
Results for `Cc1ccc(S(=O)(=O)Nc2cc(=O)[nH]c3c2CCC3)cc1` = XiGFP reactiv = 0.0; PAX8 inh HTS = 12; ERp5 block = 0; F508del corr = 0.0; EWS-Fli block = 9; ARNT TACC3 PPI = -19; GSIS activator = 16; DENV2 CPE rescue = ?
Results for `O=C(NCC1CCCO1)/C(=C\c1ccco1)NC(=O)c1ccc(Cl)cc1` (stereo not drawn) = XiGFP reactiv = 0.0; PAX8 inh HTS = 19; ERp5 block = 4; F508del corr = ·; EWS-Fli block = 9; ARNT TACC3 PPI = ·; GSIS activator = -29; DENV2 CPE rescue = 14
Results for `O=C(CNC(=O)N1CC(=O)Nc2ccccc21)NCc1ccccc1Cl` = XiGFP reactiv = 0.0; PAX8 inh HTS = 5; ERp5 block = 6; F508del corr = 0.3; EWS-Fli block = ·; ARNT TACC3 PPI = 0; GSIS activator = 5; DENV2 CPE rescue = -6
